# Screening results: PubChem, National Center for Advancing Translational Sciences (NCATS)
# Nrf2 block = blocks Nrf2 signaling. A549 ARE-Fluc reporter, luciferase luminescence, 18-24 h. Potency, µM (titrated, usually from 46 µM), inactives show at the top dose activity change, negative = inhibition, usual class: inhibitors. 2.1% of 360,000 active; further: potency means the concentration at half of the fitted maximal effect; on the % scale 0 is the no-effect control and ±100 the full control effect; nearly all actives have a fitted effect of over 60% in size
#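 A549 ARE_Fluc cells, 5000/well, 5% FBS OPTI-MEM; compounds in dose-response, 18-24 h at 37 °C/5% CO2; CellTiter-Fluor viability read (Ex 405/Em 525), then BugLite luciferase luminescence = Nrf2 activity.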
# CCT chaperon mod = cytosolic chaperonin activity modulation. purified chaperonin ATPase assay, HTRF ADP detection, 30 min. activity change, % (concentration not given with the values), hits read low. 0.3% of 360,000 active; in the data active means activity change below about -30%; further: on the % scale 0 is the no-effect control and ±100 the full control effect
#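 TRiC (40 or 20 nM final, by batch activity) in 30 mM Tris pH 7.4, 100 mM KCl, 5 mM MgCl2, 1 mM DTT was treated with compound at 76 uM single dose, then 10 uM ATP, 30 min at 37 °C. ADP was read by HTRF Transcreener.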
# A549 tox = A549 cytotoxicity, counter-screen for Nrf2 inhibitors. Potency, µM (titrated, usually from 46 µM), inactives show at the top dose activity change, negative = cytotoxicity, hits mostly inhibitors. AID 504648. 0.16% of 390,000 active. A549 ARE-Fluc cells, CellTiter-Fluor viability, 18-24 h; further: potency means the concentration at half of the fitted maximal effect; on the % scale 0 is the no-effect control and ±100 the full control effect
#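 A549 ARE_Fluc cells in 5% FBS OPTI-MEM were exposed to compounds in concentration-response for 18-24 h at 37 deg C. Viability was read by CellTiter-Fluor fluorescence (Ex 405/Em 525) after 30 min, before the luciferase read.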
# EPAC2 antag = blocks human EPAC2 exchange factor; Q8WZA2; Potency, µM (doses to about 114 µM), inactives show at the highest dose activity, negative = inhibition, hits mostly inhibitors; 0.18% of 360,000 active; AID 720708; EPAC2 GEF exchange of Rap1B-BODIPY-GDP, fluorescence; further: potency means the concentration at half of the fitted maximal effect; on the % scale 0 is the no-effect control and ±100 the full control effect; nearly all actives have a fitted effect of over 45% in size; many of its hits are not listed in these tables
# Target sequence (Q8WZA2 whole entry, looked up): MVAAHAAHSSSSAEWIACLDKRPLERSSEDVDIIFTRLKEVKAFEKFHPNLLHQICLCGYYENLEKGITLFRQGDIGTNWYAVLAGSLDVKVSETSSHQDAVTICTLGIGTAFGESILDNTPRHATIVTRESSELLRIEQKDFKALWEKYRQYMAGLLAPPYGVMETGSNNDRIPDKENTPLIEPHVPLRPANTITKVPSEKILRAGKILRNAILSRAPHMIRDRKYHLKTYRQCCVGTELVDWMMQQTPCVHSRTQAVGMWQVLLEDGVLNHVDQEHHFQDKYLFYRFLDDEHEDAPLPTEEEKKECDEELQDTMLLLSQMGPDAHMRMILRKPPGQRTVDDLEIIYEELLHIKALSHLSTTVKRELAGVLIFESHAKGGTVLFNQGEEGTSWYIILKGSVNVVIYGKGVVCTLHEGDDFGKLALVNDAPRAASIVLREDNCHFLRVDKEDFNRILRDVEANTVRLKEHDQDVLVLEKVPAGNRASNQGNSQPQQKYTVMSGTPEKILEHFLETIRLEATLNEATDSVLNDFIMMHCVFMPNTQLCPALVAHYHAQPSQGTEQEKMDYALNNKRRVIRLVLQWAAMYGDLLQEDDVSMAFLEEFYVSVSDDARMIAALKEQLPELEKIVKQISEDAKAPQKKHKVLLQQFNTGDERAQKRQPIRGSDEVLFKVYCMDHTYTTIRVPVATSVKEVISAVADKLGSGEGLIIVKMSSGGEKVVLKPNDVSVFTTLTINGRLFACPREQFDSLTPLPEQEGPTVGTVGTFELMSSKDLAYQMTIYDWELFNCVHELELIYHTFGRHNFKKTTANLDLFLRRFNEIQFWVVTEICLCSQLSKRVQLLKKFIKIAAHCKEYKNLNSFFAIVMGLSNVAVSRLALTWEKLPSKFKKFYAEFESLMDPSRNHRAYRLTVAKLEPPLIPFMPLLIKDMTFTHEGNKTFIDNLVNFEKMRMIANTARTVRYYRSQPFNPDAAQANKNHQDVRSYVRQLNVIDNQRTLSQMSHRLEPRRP
# Akt phos inh = inhibitors of Akt phosphorylation; Neuro2A IGF-stimulated pAkt S473 HTRF, 20 min; hits give low values; AID 651550; 0.32% of 360,000 active; activity change, % for hits at 50 µM; in the data active means activity change below about -80%; inconclusive means mostly about -51% to -80%; further: on the % scale 0 is the no-effect control and ±100 the full control effect
#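 Neuro2A cells in DMEM with 0.5% FBS, overnight at 37 deg C, given compound at single 50 µM final, then IGF (6 nM final) for 20 min at 37 deg C. Lysed; phospho-Akt Ser473 by HTRF after 24 h, 665/615 ratio.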
# TGFb SMAD3 inh = blocks TGF-b signaling; HepG2 CAGA-GFP TGF-b/SMAD3 reporter, GFP fluorescence, 18 h; TGF-beta stimulated, 500 pg/mL final; Potency, µM (top dose mostly 46.1 µM), without a hit: top-dose activity, negative = inhibition, actives largely listed as inhibitors; 1.2% of 410,000 active; AID 588855; further: potency means the concentration at half of the fitted maximal effect; on the % scale 0 is the no-effect control and ±100 the full control effect; nearly all actives have a fitted effect of over 65% in size
#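 GFP signal (ex488/em500-530) from TGF-beta-stimulated HEPG2 CAGA-GFP cells, 500 pg/mL final, 18 h at 37 degrees C in DMEM plus 1% FBS, normalized to unstimulated and DMSO-stimulated controls.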
# Nrf2 ARE act = activators of Nrf2 (ARE) signaling | Potency, µM (titrated, usually from 46.1 µM), for inactives: at the top dose activation, usual class: activators | 0.31% of 410,000 active | AREc32 ARE-luciferase reporter (MCF7-derived line), luminescence, 24 h | AID 624171; further: potency means the concentration at half of the fitted maximal effect; % of control where 0% means no effect; nearly all actives have a fitted effect of over 65% in size
#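 AREc32_Fluc, 1000 cells/well, OPTI-MEM + 5% FBS, o/n 37 deg C 5% CO2; 23 nL cpd by pin tool, 24 hr; Steady-Glo 30 min RT, luminescence.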
# EPAC2 agonist = EPAC2 (human) agonism. EPAC2 activation, biochemical qHTS; response scale: 100% = 6.5 mM cAMP response. Potency, µM (titrated, usually from 154 µM), for the others: top-dose activation, most hits filed as activators. 0.079% of 360,000 active; further: potency means the concentration at half of the fitted maximal effect; nearly all actives have a fitted effect of over 50% in size
#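 Compounds were titrated in qHTS against a Rap1B-BODIPY-GDP (250 nM) complex with EPAC2 (100 nM) and GDP (50 uM). BODIPY-GDP release tracked at 480/540 nm over 30 min at room temperature, normalized to 6.5 mM cAMP.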
# MmCpn inh = inhibitors of Methanococcus maripaludis chaperonin (MmCpn); purified Mm-Cpn ATPase, ADP Transcreener TR-FRET; Potency, µM (doses to about 76.9 µM), inactives show at the top dose activity, negative = inhibition, most hits filed as inhibitors; 0.031% of 330,000 active; AID 504842; further: potency means the concentration at half of the fitted maximal effect; on the % scale 0 is the no-effect control and ±100 the full control effect; nearly all actives have a fitted effect of over 80% in size
#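 TR-FRET (320 nm excitation; 590 and 665 nm emission) reports ADP made from 10 uM ATP by 25 nM enzyme; compounds were preincubated 10 min, reaction run 30 min, both at 37°C.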
# * hit, by the source's call; i = inactive; u = inconclusive; x = not tested or not shown; [ ] = remark or other dose. Unless noted, the call rests on the fitted dose curve; in most records, active means well fitted curve in the direction sought with a large enough effect; inconclusive means small, poorly fitted or top-dose-only effect, or another doubt; inactive means no such curve, though single readings can be large; an effect the other way counts as inactive or inconclusive. The list is partial, so the mix of outcomes need not match the whole.
structure	A549 tox	CCT chaperon mod	EPAC2 antag	Nrf2 ARE act	MmCpn inh	EPAC2 agonist	TGFb SMAD3 inh	Akt phos inh	Nrf2 block
c1ccc2c(C[C@@H]3CNCCN3CCCCC3CCCCC3)cccc2c1	-0.3%	-2.8	-15.1%	4.4%	1.4%	3.2%	u	i	20.1%
Cc1ccc(CCNC(=O)CCS(=O)(=O)c2ccc(Br)cc2)cc1	0.0%	-4.4	10.9%	0.2%	1.1%	5.3%	-12.0%	i	10.8%
Cc1ccc(NC(=O)CSc2nnc(CSc3nc(C)cc(C)n3)n2Cc2ccco2)c(C)c1	0.6%	0.6	14.4%	-0.2%	1.7%	12.3%	-3.0%	i	-5.3%
CC(C)C[C@H](NC(=O)N1CC(=O)Nc2ccccc21)C(=O)N[C@H](C(=O)O)c1ccccc1	-0.6%	1.4	10.5%	-1.0%	0.4%	3.8%	31.3%	i	5.7%
CCn1cc2nc(SCc3ccc(F)cc3)n(CCc3ccccc3)c(=O)c2n1	5.8%	x	x	5.1%	x	x	u	x	u
CCS(=O)(=O)n1nc(-c2ccccc2)nc1N	3.7%	0.7	7.1%	-0.3%	1.6%	0.3%	-6.0%	i	2.9%
COc1cc2cc(/C=C/C(=O)c3ccco3)c(Cl)nc2cc1OC	-5.7%	-4.5	-1.2%	12.0%	0.6%	13.6%	u	u	5.6%
Clc1ccc(N=c2ssnc2Cl)cc1	u	-0.6	6.4%	7.1%	1.5%	3.1%	14.1µM*	i	u
COc1cccc(C(=O)c2c[nH]c(C(=O)NCCCN(C)C)c2)c1	1.3%	-5.0	-8.8%	-0.4%	-5.1%	13.6%	8.6%	i	-2.3%
COc1cc(NS(=O)(=O)c2ccc(NC(=O)/C=C/c3ccc([N+](=O)[O-])cc3)cc2)ncn1	-3.8%	0.8	-23.0%	-0.4%	2.0%	-1.0%	2.1%	i	u
CCOc1ccc(/C=C(\C#N)c2nc(-c3cc4ccccc4oc3=O)cs2)c(OCC)c1	0.6%	x	x	-0.3%	x	x	75.8%[activator]	x	4.0%
O=C(Nc1ccc(Br)cc1)c1cc(S(=O)(=O)Nc2ccccn2)ccc1Cl	-26.2%	-1.1	3.4%	-0.9%	-0.2%	7.0%	-12.3%	i	u
O=C(COC(=O)Cc1cccs1)Nc1ccc(F)c(F)c1F	7.2%	1.2	-8.4%	-0.7%	0.1%	2.3%	4.4%	i	0.7%
O=C(NCCc1nc2ccccc2[nH]1)/C(=C/c1ccc2c(c1)OCO2)NC(=O)c1ccccc1	-1.0%	-0.7	16.8%	0.8%[9.22 µM]	0.0%	-8.7%	-1.1%	i	4.9%
COc1cc(NC(=O)C2CCN(S(=O)(=O)c3ccc4c(c3)oc(=O)n4C)CC2)cc(OC)c1	0.2%	x	x	-0.2%	x	x	-10.2%	x	2.1%
COCCNC(=O)C(=O)NCC1OCCN1C(=O)c1ccc(Cl)cc1 (configuration not stated)	-1.9%	0.1	-2.0%	-0.8%	-1.5%	4.8%	-18.1%	i	3.4%
CCOC(=O)C1(Cc2ccc(Cl)cc2)CCN(Cc2nccn2CC)CC1	1.2%	-1.5	-27.2%	0.4%	4.4%	-1.7%	-6.7%	i	-10.1%
CCN(CCCNC(=O)CSc1cc(=O)n(C)c2cc(Cl)ccc12)c1cccc(C)c1	4.7%	x	x	4.0%	x	x	u	x	0.5%
COc1ccccc1NC(=O)N1CCCC1C(=O)NCc1ccccc1Cl (configuration not stated)	12.3%	-0.5	-4.0%	-1.5%	-1.7%	5.9%	2.2%	i	6.1%
Cc1cc([N+](=O)[O-])nn1CC(=O)Nc1ccc(Cl)cn1	0.8%	1.3	1.6%	-0.7%	-0.1%	5.7%	-0.9%	i	-0.9%
CCc1ccccc1NC(=O)CC1NCCNC1=O (configuration not stated)	-7.1%	x	x	-0.3%	x	x	1.9%	x	0.1%
C[C@]12CC[C@H](O)CC1=CCC1C2CC[C@@]2(C)C1CC[C@@H]2NC(=O)CCC(=O)O (some centres not stated)	-4.1%	-2.0	11.2%	-0.8%	-0.9%	0.9%	-1.0%	i	7.8%
O=C(C1=C[C@@H](c2ccc(Br)cc2)C[C@@H](OCc2ccc(CO)cc2)O1)N1CCN(Cc2ccc3c(c2)OCO3)CC1	-15.5%	-5.1	3.6%	-0.5%	x	3.6%	-27.1%	i	u
CCN(c1ccccc1)P(=O)(Nc1ccccc1)Nc1ccccc1	-7.8%	-1.1	-8.7%	3.7%	-0.3%	-3.3%	-14.1%	i	1.2%
COc1ccc(CCCC(=O)NCC(=O)N/N=C/c2cc(Cl)ccc2OC)cc1	-8.4%	-1.0	-9.0%	5.7%	1.8%	-6.2%	-28.5%	i	-14.6%
O=C(NC(=S)Nc1ccc(N2CCCC2)cc1)c1ccc(F)cc1	-2.7%	-0.7	2.5%	2.0%	1.6%	0.4%	u	i	-4.4%
O=S(=O)(NC1=NCCC1)c1cccs1	-0.4%	0.6	1.2%	-0.2%	1.5%	1.5%	0.6%	i	8.6%
NC(=O)c1nsc(C(=O)N(c2ccc(Cl)cc2)C(C(=O)NCC2CCCO2)c2cccs2)c1N (configuration not stated)	-3.7%	1.1	-27.2%	3.1%	3.8%	8.9%	2.0%	i	-12.1%
CCOc1ccc(S(=O)(=O)NCc2ccccn2)cc1NC(=O)c1ccccc1F	1.5%	0.0	-1.3%	0.1%	-2.1%	-3.8%	13.1%	i	u
COc1ccc(Cl)cc1Nc1cc(C)nc2ncnn12	x	-5.6	24.8%	27.7%	x	10.0%	-5.0%	i	x
Cc1cc(OCC(=O)N2CCOCC2)ccc1[N+](=O)[O-]	-6.4%	-1.5	7.0%	-0.1%	0.2%	4.6%	-10.0%	i	u
Cc1cccc(-n2ncc3c(NCCCn4ccnc4)ncnc32)c1	0.0%	1.1	4.3%	5.9%	1.0%	8.1%	-5.0%	i	u
CCCc1cc2c(cc1NC(=O)c1ccco1)OCO2	-4.1%	1.7	-4.6%	-0.7%	0.2%	6.0%	u	i	-0.2%
O=C1c2ccc([N+](=O)[O-])cc2S(=O)(=O)N1Cc1ccccc1	-10.0%	-2.3	-17.6%	24.9%	-0.3%	12.6%	0.0%	i	6.3%
COc1ccc(S(=O)(=O)N(C)C[C@H]2Oc3ccc(NC(=O)Nc4c(C)noc4C)cc3C(=O)N([C@H](C)CO)C[C@@H]2C)cc1	5.1%	-3.2	10.1%	-0.5%	-24.1%	4.2%	u	i	6.7%
c1ccc(-c2ccc3nnnn3n2)cc1	16.5%	-0.3	1.4%	-0.9%	0.4%	7.0%	26.2%	i	-22.3%
CCCN=CC1=C(O)CC(c2ccccc2)CC1=O (configuration not stated)	-3.3%	-2.9	11.6%	0.0%	0.7%	2.7%	10.1%	i	6.2%
CN(Cc1nc(-c2ccc(Cl)cc2)no1)C(=O)c1ccc2c(c1)OCO2	-12.6%	-3.6	-0.8%	0.8%	-5.3%	15.4%	-1.2%	i	u
O=C(COc1ccc(Br)cc1)NCCNC(=O)c1ccccn1	-2.1%	-2.0	26.0%	-0.8%	-17.0%	0.6%	14.7%	i	6.8%
C[C@@]12CCC[C@H](O1)[C@@H]([C@H](O)c1ccccc1)O2	-1.2%	1.0	16.3%	-1.0%	u	4.5%	-6.1%	i	3.5%
COc1ccc(CCNS(=O)(=O)c2cc(-c3cc(C)no3)ccc2C)cc1OC	10.4%	x	x	-0.3%	x	x	0.0%	x	13.9%
CCCN1CCN(C(=O)Cn2cnc3sc(C)c(S(=O)(=O)N4CCC(C)CC4)c3c2=O)CC1	2.9%	-2.2	-0.4%	0.2%	1.5%	6.0%	7.3%	i	8.1%
CC(C)C(=O)N(c1cc2sc(=O)oc2c2ccccc12)S(=O)(=O)c1cccs1	0.0%[1.84 µM]	-0.5	-5.1%	u	-6.2%	20.6%	u	i	-6.0%
CCOC(=O)c1cc(-c2ccccc2)sc1NC(=O)COC(=O)c1ccc(Cl)c(S(N)(=O)=O)c1	u	-0.3	8.4%	0.1%	-2.5%	-1.3%	-2.1%	i	23.1µM*
CC(C)OCCCNC(=O)CN1C(=O)/C(=C/c2ccccc2F)Oc2ccccc21	16.6%	-1.0	-5.2%	7.0%	-0.3%	-6.1%	-4.5%	i	-9.6%
CCCCCn1c(CN2CCN(c3cc(Cl)ccc3C)CC2)nc2c1c(=O)[nH]c(=O)n2C	-2.0%	0.3	-8.8%	3.1%	-2.1%	1.1%	13.2%	i	x
CN1CCN(c2ccccc2NC(=O)c2cccc(OCc3ccccc3)c2)CC1	-15.6%	-0.9	-15.1%	2.3%	0.3%	15.8%	2.4%	i	-20.5%
C/C(=C\c1ccccc1)C(=O)N1CCN(c2cccc(C(F)(F)F)c2)CC1	8.3%	2.6	-9.9%	-0.4%	-2.8%	-1.0%	u	i	7.6%
CCOC(=O)[C@@H](NC(=O)/C=C/[C@H]1O[C@@H](n2cc(C)c(=O)[nH]c2=O)C[C@@H]1O)C(C)C	x	0.2	u	0.1%	x	-19.1%	12.1%	i	x
CC(=O)c1ccc(C(C)(C)c2ccc(C(C)=O)s2)s1	17.6%	1.6	-6.5%	2.2%	0.4%	9.4%	-12.6%	i	4.3%
